# Assay outcomes: PubChem, Sanford-Burnham Center for Chemical Genomics
# Jurkat NFkB inh: lowers PMA/ionomycin-induced NF-kB signal in Jurkat cells; inhibition, % at 4 µM; AID 435003; actives 0.53% (n = 330,000); PMA/ionomycin-induced NF-kB luciferase reporter, luminescence; in the data active = inhibition above about 50%
# APJ antag: APJ receptor antagonism | P35414 | CHO-K1 APJ beta-arrestin complementation, luminescence | inhibition, % at 20 µM | actives 0.32% (n = 330,000) | AID 2521;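 active = inhibition above about 40% at 20 µM, limit read from the data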;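 also: cells challenged with 10 nM apelin-13 agonist together with compound; plate controls were apelin-13 plus DMSO wells for no effect and DMSO wells lacking apelin-13 for full effect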
# Gli-Sufu block: blocks Gli-Sufu signaling in a luciferase reporter | inhibition, % at 5 µM | actives 0.74% (n = 340,000) | Sufu-KO-LIGHT fibroblasts, Gli luciferase reporter luminescence | AID 588413;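 active = inhibition above about 55%, limit read from the data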;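 also: 0% = DMSO-treated cells and 100% = wells with medium but no cells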
# CXCR6 inh: CXCR6 (human) receptor inhibition; AID 602244; actives 0.36% (n = 360,000); inhibition, % at 20 µM; O00574; CHO-K1 PathHunter CXCR6 beta-arrestin, luminescence; in the data active = inhibition above about 34%, passing the limit was not always enough;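 also: antagonist mode with CXCL16 agonist at 10 nM final; 0% = 10 nM CXCL16 with DMSO and 100% = unstimulated wells without agonist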
# Target sequence (O00574 whole entry, looked up): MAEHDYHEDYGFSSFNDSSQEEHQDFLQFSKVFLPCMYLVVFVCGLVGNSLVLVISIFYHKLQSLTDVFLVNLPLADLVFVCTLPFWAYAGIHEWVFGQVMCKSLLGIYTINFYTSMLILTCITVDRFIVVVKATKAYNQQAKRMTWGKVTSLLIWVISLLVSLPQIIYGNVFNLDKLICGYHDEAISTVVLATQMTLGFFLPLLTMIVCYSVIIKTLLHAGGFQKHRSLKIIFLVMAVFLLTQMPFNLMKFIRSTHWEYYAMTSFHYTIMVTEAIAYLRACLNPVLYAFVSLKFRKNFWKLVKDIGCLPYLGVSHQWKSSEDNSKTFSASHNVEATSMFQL
# CCR6 antag: blocks CCL20-driven beta-arrestin recruitment at human CCR6 | P51684 | CHO-K1 CCR6 PathHunter beta-arrestin, luminescence, CCL20-stimulated | inhibition, % at 20 µM | actives 0.49% (n = 340,000) | AID 493098;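 active = compounds whose inhibition of the agonist-driven luminescence signal at 20 µM reaches about 50%, limit read from the data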;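 also: cells stimulated with CCL20 at 14 nM final; plate controls were DMSO with CCL20 for no effect and DMSO without agonist for full effect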
# EBI2 block: blocks human EBI2 receptor beta-arrestin signaling. P32249. EBI2 beta-arrestin recruitment, luminescence, 7a,25-OHC stimulated. inhibition, % at 5 µM. actives 0.81% (n = 360,000). AID 651636; in the data active = inhibition above about 38%;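 also: enzyme fragment complementation signal reports receptor beta-arrestin coupling in cells; 0% = agonist plus DMSO wells and 100% = wells without agonist; some results beyond the cut were filed as inactive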
# Target sequence (P32249 whole entry, looked up, the tested form may be a part): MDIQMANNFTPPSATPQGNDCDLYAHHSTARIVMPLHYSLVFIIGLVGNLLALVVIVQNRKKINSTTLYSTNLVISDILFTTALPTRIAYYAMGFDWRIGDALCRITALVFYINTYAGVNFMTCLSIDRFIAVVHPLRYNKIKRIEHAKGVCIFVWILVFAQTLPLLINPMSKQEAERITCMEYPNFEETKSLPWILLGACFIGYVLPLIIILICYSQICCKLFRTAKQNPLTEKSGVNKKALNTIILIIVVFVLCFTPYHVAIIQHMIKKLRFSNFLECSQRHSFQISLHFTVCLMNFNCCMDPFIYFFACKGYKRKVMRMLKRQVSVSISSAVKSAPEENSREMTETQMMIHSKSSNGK
# UBC13 polyUb: inhibitors of human UBC13 polyubiquitin chain formation; inhibition, % at 20 µM; actives 0.47% (n = 330,000); P61088; AID 485273; TR-FRET; in the data active = inhibition above about 45%, passing the limit was not always enough; inconclusive = no clear call, values can overlap the other calls
# Target sequence (P61088 whole entry, looked up): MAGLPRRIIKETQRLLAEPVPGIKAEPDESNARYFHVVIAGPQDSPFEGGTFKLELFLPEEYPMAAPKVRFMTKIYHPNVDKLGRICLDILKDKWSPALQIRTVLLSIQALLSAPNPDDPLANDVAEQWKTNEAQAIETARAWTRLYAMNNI
# 697 NFkB inh: inhibitors of the PMA/ionomycin-induced NF-kB reporter in 697 B cells; inhibition, % at 4 µM; 697 B-cell NF-kB luciferase reporter, 16 h; actives 0.33% (n = 330,000); in the data active = inhibition above about 35%
# Starred values were filed as active, the others as inactive; ? = inconclusive; nt = not tested or not shown.
SMILES,Jurkat NFkB inh,APJ antag,Gli-Sufu block,CXCR6 inh,CCR6 antag,EBI2 block,UBC13 polyUb,697 NFkB inh
Cc1ccccc1NC(=S)N(Cc1cccnc1)Cc1ccco1,3,5,5,-9,-6,-10,2,17
COC(=O)N1CCN(c2ccc(OC)cc2)CC1,-4,5,-2,-22,3,-3,22,7
COc1ccc(CCNc2ccc(C(=O)O)cc2[N+](=O)[O-])cc1OC,6,21,7,10,17,5,-42,-15
CCOC(=O)c1ccc(S(=O)(=O)Nc2nc3cc(S(=O)(=O)NC4=NCCCCC4)ccc3s2)cc1,-6,7,-2,-3,8,-12,2,25
Cc1ccc(C(=O)N2CCc3ccccc32)cc1,-31,20,-44,0,0,1,4,-25
O=C(CCCc1ccccc1)NCCc1ccc(F)cc1,-31,-11,-10,-3,5,4,-2,-11
COc1cc2nc(Nc3ccc(C)c(Cl)c3)nc(N)c2cc1OC,38,9,25,0,31,0,111*,-13
CC(C)Cc1cc(C(=O)N2CCCC(C(=O)c3cc(F)ccc3F)C2)n(C)n1 (stereo not drawn),9,14,-2,3,-1,-3,-1,-4
Cc1ccc(Cl)cc1NC(=O)c1ccccc1OCC(=O)N1CCOCC1,11,1,-9,2,-5,-3,-8,0
O=S(=O)(NCC1CCN(c2ccc(S(=O)(=O)N3CCOCC3)cc2)CC1)c1ccc(F)cc1,14,-8,12,-5,6,-2,2,-46
S=c1[nH]nc(COc2ccccc2)n1/N=C/c1cccs1,-14,10,0,-4,-1,-20,-22,-14
COc1ccc(C(CNC(=O)Cc2c(F)cccc2Cl)N2CCCCC2)cc1 (stereo not drawn),-10,16,-3,16,1,-4,7,17
CCCC[C@@H]1CNC(=O)C(=O)N1CCCc1cc(OC)c(OC)c(OC)c1,2,6,1,-2,10,-8,-4,5
CCN(C(=O)COC(=O)/C=C/c1ccccc1Cl)c1c(N)n(Cc2ccccc2)c(=O)[nH]c1=O,-3,-3,1,8,26,-8,-7,-14
Cc1c(CN2CCc3c([nH]c4ccccc34)C2C2CCCCC2)cnn1C (stereo not drawn),-9,13,1,9,19,9,-13,-2
COc1ccc(C2NC(=O)NC(O)(C(F)(F)F)C2C(=O)c2ccc(F)cc2)cc1 (stereo not drawn),-4,8,-2,-8,8,-1,0,6
C/C(=N\NC(=O)CSc1nnc(C)s1)c1ccc(O)cc1,11,3,1,-8,1,-10,2,15
O=S1(=O)CCN(Cc2ccc(Cl)cc2)CC1,5,-19,-1,-4,7,-9,2,18
Cc1cc(Cl)ccc1OCC(=O)Nc1ccccc1N1CCOCC1,10,10,4,-5,7,12,12,-14
CC1(C)C(=O)OC(C(=O)c2ccccc2)C2(CCCCC2)C1=O (stereo not drawn),-4,-4,4,-12,4,-2,3,0

# Quoted from the listing.
# CCCC[C@@H]1CNC(=O)C(=O)N1CCCc1cc(OC)c(OC)c(OC)c1 in Jurkat NFkB inh = 2
# Cc1ccc(Cl)cc1NC(=O)c1ccccc1OCC(=O)N1CCOCC1 in CCR6 antag = -5
# COc1ccc(CCNc2ccc(C(=O)O)cc2[N+](=O)[O-])cc1OC in 697 NFkB inh = -15
# COc1ccc(C2NC(=O)NC(O)(C(F)(F)F)C2C(=O)c2ccc(F)cc2)cc1 (stereo not drawn) in APJ antag = 8
# COc1cc2nc(Nc3ccc(C)c(Cl)c3)nc(N)c2cc1OC in APJ antag = 9
# S=c1[nH]nc(COc2ccccc2)n1/N=C/c1cccs1 in Jurkat NFkB inh = -14

# Part of the list above in another layout:
# The line under a structure holds: Jurkat NFkB inh	APJ antag	Gli-Sufu block	CXCR6 inh	CCR6 antag	EBI2 block	UBC13 polyUb	697 NFkB inh
CC(C)Cc1cc(C(=O)N2CCCC(C(=O)c3cc(F)ccc3F)C2)n(C)n1 (stereo not drawn)
    9	14	-2	3	-1	-3	-1	-4
Cc1ccc(Cl)cc1NC(=O)c1ccccc1OCC(=O)N1CCOCC1
    11	1	-9	2	-5	-3	-8	0
O=S(=O)(NCC1CCN(c2ccc(S(=O)(=O)N3CCOCC3)cc2)CC1)c1ccc(F)cc1
    14	-8	12	-5	6	-2	2	-46

# Later entries
SMILES,Jurkat NFkB inh,APJ antag,Gli-Sufu block,CXCR6 inh,CCR6 antag,EBI2 block,UBC13 polyUb,697 NFkB inh
Cc1ccc(C)c(NC(=O)CN(C)S(=O)(=O)c2ccccc2)c1,3,-11,4,-8,1,-1,19,3
O=c1cc(CSc2nnc(-c3ccco3)o2)c2ccccc2[nH]1,1,-3,32,0,7,-79,-1,10
CCOC(=O)c1ccc(CNC(=O)Cn2nnc(-c3ccccc3)n2)o1,2,-12,-20,1,-8,4,-5,5
CN(Cc1ccccc1Cl)C(=O)C1CCC(=O)N(CCc2cccc(F)c2)C1 (stereo not drawn),11,17,4,-1,15,27,0,6
COc1ccccc1NS(=O)(=O)c1cc(NC(=O)c2ccc(=O)[nH]c2)ccc1N1CCOCC1,6,-2,2,6,6,13,-7,-2
CC(CC(=O)NCc1ccc(F)cc1)c1ccccc1 (stereo not drawn),-27,13,2,-2,-3,11,-1,-1
CN(C)C(CNC(=O)c1ccc(S(=O)(=O)Nc2ccccc2F)cc1)c1ccccc1 (stereo not drawn),7,8,5,-1,14,-12,5,10
Cc1cc(NC(=O)c2cccnc2Cl)ccc1NC(=O)c1cc2ccccc2o1,2,-1,-13,-6,0,-4,5,10
COc1cc(C)c(CN2CCSCC2)cc1C,0,-1,0,5,5,1,-13,12
CC1CCCCN1Cc1ccc(-c2nn[nH]n2)cc1 (stereo not drawn),2,-2,0,-1,7,-15,-3,-3
CCCCCCCCCCCCN1C/C(=C\C(=O)OCC)c2cc(C(F)(F)F)ccc2S1(=O)=O,9,5,10,-3,13,-1,-28,-2
COc1ccccc1CNC(=O)CNC(=O)c1sc2ccccc2c1Cl,1,10,7,-11,1,-8,-1,14
O=C(CSc1nc2cc(Cl)ccc2s1)NCC1CCCO1 (stereo not drawn),3,9,5,1,14,5,-10,-12
Cc1cc(C(=O)Nc2c(F)cc(F)cc2Br)n(-c2ccccc2)n1,7,1,5,8,0,0,-5,-3
O=C(c1ccc(N2CCNCC2)cc1)c1cccnc1,-3,2,10,5,4,12,-2,-30
O=C(NCc1ccccn1)c1ccc(OC2CCN(Cc3cccs3)CC2)cc1,6,11,-7,-8,12,-8,4,-14
CCc1ccc(-c2c(C)sc(NC(=O)C3CCC3)c2C#N)cc1,11,15,6,5,-6,-1,-12,-39
NS(=O)(=O)c1ccc2nc(NC(=O)c3ccncc3)sc2c1,7,-6,2,-4,4,-16,-3,-2
Cc1ccc2c(c1)c1c(n2CC(O)CN2CCCCC2C)CCCC1 (stereo not drawn),2,3,13,-7,2,-3,18,18
Nc1ccc(C#Cc2c(-c3ccsc3)oc3ccc(N4CCOCC4)cc23)cc1,-50,1,-23,-4,2,-14,15,-51
CCOC(=O)c1cc(C(=O)c2cc(F)ccc2O)coc1=N,-6,2,12,1,3,-7,-1,3
Cc1nc(COc2cccc(Cl)c2)sc1C(=O)/C=C/N(C)C,-18,8,-14,9,13,-4,-7,-39
O=C(O)C1CCCN1S(=O)(=O)c1ccc(Br)s1 (stereo not drawn) (tested in a mixture with another compound),5,3,-4,3,0,-10,2,20
Cc1ccc(S(=O)(=O)n2nc(OC(=O)c3cccs3)cc2N)cc1,1,4,-25,-10,-10,1,6,-11
COc1cc([N+](=O)[O-])cc([N+](=O)[O-])c1NC(=O)N1CCOCC1,0,-26,14,-22,-23,-10,-34,2
Cc1cnc(C(=O)OC(C)C(=O)NC2CCCc3ccccc32)cn1 (stereo not drawn),-3,-9,3,-7,3,-2,-4,-10
CC(C)N1C(=O)N(c2ccc(Cl)cc2)C(C)(O)CC1(C)C (stereo not drawn),-3,-3,-11,4,5,-3,9,13
CN(C)C(CNC(=O)c1ccc(-c2ccccc2)cc1)c1ccccc1 (stereo not drawn),-12,14,1,0,12,0,3,-4
Cc1cc(Nc2ccc3c(c2)OCCO3)n2nc(C)nc2n1,-17,14,1,2,6,-11,1,-21
Cc1ccc(C)c(N2CCN(S(=O)(=O)c3ccc4[nH]c(=O)ccc4c3)CC2)c1,2,-2,0,-6,-7,-7,-5,8
CCN1C=C(C(C)=O)C(=O)CC1,nt,nt,1,-1,-10,-3,nt,nt
O=C(N/C(=C\c1ccccc1Cl)C(=O)N1CCOCC1)c1ccc([N+](=O)[O-])cc1,13,-15,-1,-12,10,4,3,2
COc1ccc(N(C(=O)c2ccco2)C(C(=O)NC2CCCC2)c2ccncc2)cc1 (stereo not drawn),3,-2,17,-3,12,13,6,13
COc1ccccc1[C@]1(C)ON(c2ccccc2C(F)(F)F)C1=O,8,4,39,-7,6,-9,11,28
c1ccc2c(CSc3nnc(-c4ccncc4)o3)cccc2c1,0,5,9,4,11,-2,7,7
CCOC(=O)C(C)(C)n1nnc(-c2ccc([N+](=O)[O-])cc2)n1,10,0,-14,-5,4,3,-5,-13
O=C(/C=C/c1ccc(S(=O)(=O)N2CCOCC2)cc1)NC(=S)Nc1ccc(N2CCOCC2)cc1,-2,15,-16,0,7,-22,-15,-13
CC1CCCN(c2ccc(C(=O)Nc3nnc(C4CC4)s3)cc2[N+](=O)[O-])C1 (stereo not drawn),-2,32,-11,7,23,-2,-23,-3
Nc1cc(=O)[nH]n1C1CCCC1,14,-2,0,4,15,-9,-6,-2
CCCC(=O)NCc1nc2ccccc2n1C,-4,-16,-5,-6,3,-2,-2,-12
O=C1CCCCC1C(O)c1ccc(Cl)cc1 (stereo not drawn),4,5,nt,nt,nt,nt,-3,13
CC(C)(C)C(=O)Nc1nc2c(s1)CN(Cc1ccccc1)CC2,-35,14,-20,3,-8,-1,6,-13
CN(C)N1C(N)=C(C#N)C(c2cccc([N+](=O)[O-])c2)C2=C1CC(C)(C)CC2=O (stereo not drawn),-15,-1,9,7,13,1,-2,2
Cn1c(SCC(=O)c2ccc(F)cc2)nnc1-c1cccnc1,-3,7,-1,0,9,-1,9,4
COc1ccccc1N1CCN(C(=O)c2ccc([N+](=O)[O-])s2)CC1,4,-31,11,-10,-2,-12,1,-3
Cc1ccc(S(=O)(=O)N2CCC(O)(c3cccnc3)CC2)cc1,6,8,-3,1,-12,3,3,10
CC1(C)Cc2c(sc(NC(=O)COc3ccc(Cl)cc3)c2C(N)=O)C(C)(C)N1,-27,8,32,0,-3,8,30,-8
COc1ccccc1C(=O)NCC(=O)N1CC=C(c2ccccc2)CC1,18,4,7,-5,13,6,4,23
COc1cccc(C(=O)Nc2ccc(NC(=O)c3ccco3)nc2)c1,-63,3,-30,-1,11,-9,-9,-67
Cc1cccc(NC(=O)CCn2nc(C)cc2C)c1,-10,-14,0,-5,-10,-1,-4,-12
Cc1oc2ccc(NS(=O)(=O)c3cccc4cccnc34)cc2c1C(=O)OC(C)C,-25,3,6,-1,2,18,-6,-11
CCN(C(=O)Cc1c(C(=O)O)[nH]c2ccccc12)c1ccc(OC)cc1,-11,2,-1,-7,5,-8,2,22
Cc1nc2cc3nc(C)sc3cc2s1,-32,9,-40,-3,3,-11,4,-28
CCOC(=O)C(C)Sc1nc2c(c(=O)[nH]c(=O)n2C)n1CCc1ccccc1 (stereo not drawn),-2,-35,-2,0,-5,13,1,-2
NS(=O)(=O)c1ccc(CCNC(=O)CCCCCn2c(=S)[nH]c3ccc(Br)cc3c2=O)cc1,3,4,-4,1,11,2,?,-6
CC(Oc1ccc(Br)cc1)C(=O)NCc1ccccn1 (stereo not drawn),21,-2,-4,-6,6,3,3,0
O=C(CSc1nc2[nH]ncc2c(=O)[nH]1)Nc1cccc(Cl)c1,5,10,-13,-5,7,-5,-2,10
Cc1cc(-c2cccnc2)c(C#N)c(SCc2cccc(F)c2)n1,-7,6,55,1,0,13,15,-1
Cc1ccc(NC(=O)CCN2C(=O)C3CCCCC3C2=O)c(O)c1 (stereo not drawn),14,12,-7,0,5,-2,1,18
O=C(OC1CCOC1=O)c1ccccc1C(=O)c1ccc(Cl)c([N+](=O)[O-])c1 (stereo not drawn),-13,-9,-5,3,-1,-1,-4,-2
CC(=O)c1c(N2CCN(Cc3ccc4c(c3)OCO4)CC2)nc(=S)n(-c2ccccc2)c1C,13,-10,2,3,8,4,16,1
O=C(Cc1ccccc1)CC1(O)C(=O)Nc2ccccc21 (stereo not drawn),15,10,2,6,-2,-5,-3,12
